H69AR growth 86K = blocks growth of human H69AR lung tumor cells | 85,000 compounds, 6% hits | viability, % at 10 µM | H69AR lung tumor viability, ATP luminescence, 72 h; stronger effect = lower value;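 active means viability at or below 40%; inactive means viability above 40%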;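 further: multidrug resistant small cell line overexpressing MRP-1 efflux transporter; 100% = mean luminescence of untreated control wells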
Lung fibro prol = blocks proliferation of human lung fibroblasts; LL 47 human lung fibroblast viability, ATP luminescence; stronger effect = lower value; viability, % at 10 µM; AID 719; 85,000 compounds, 1.1% hits;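 active means viability at or below 50% in the single dose screen; inactive means viability above 50%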;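 further: compound exposure lasted 72 h before the ATP readout; 100% = median luminescence of untreated cell-only wells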
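Material: Human LL 47 lung fibroblast cells | Input: 1,150 cells/well | Buffer or medium: IMEM plus 15% FBS | Compound dosing: 0.1% DMSO in all compound wells | Times: Overnight cell rest, 72 h compound treatment at 37 °C | Signal: CellTiter-Glo luminescence measuring cellular ATP | Measure: % viability versus median cells-only luminescence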
MT1-MMP txn act = activates MT1-MMP transcription; 86,000 compounds, 0.16% hits; activation factor at 10 µM; AID 750; HT1080 MT1-MMP promoter luciferase reporter, luminescence, overnight; stronger effect = higher value;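 active means activation factor of at least 2 for MT1-MMP transcription at 10 µM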
HUVEC prolif 384 = blocks proliferation of human endothelial cells; HUVEC proliferation, CellTiter-Glo luminescence, 72 h; stronger effect = lower value; viability, % at 10 µM (by protocol); 86,000 compounds, 1.1% hits; AID 648;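 active means viability at or below 30%; inactive means viability above 30%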;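 further: 100% = median luminescence of DMSO-only cell control wells on each plate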
ERa coact pot = ER-alpha (human) coactivator binding potentiation; P03372; TR-FRET ERalpha-LBD/SRC-Cy5 coactivator binding, 2 h; 100 = basal binding, no effect; coactivator binding (% of control), % at 25.6 µM; 86,000 compounds, 1.3% hits; AID 639; in the data active means activity above about 200%;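 further: binding measured in presence of low estradiol as agonist stimulus; 0% = peptide alone without receptor and 100% = receptor with peptide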
ERa coact inh = ER-alpha (human) coactivator binding inhibition. TR-FRET ER-alpha LBD / SRC-1 peptide, estradiol-bound. 86,000 compounds, 1.7% hits. inhibition, % at 25.6 µM; in the data active means inhibition above about 50%;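 further: 0% = receptor plus peptide control and 100% = peptide only without receptor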
ERb SRC1 inh = blocks coactivator binding to human estrogen receptor beta | TR-FRET ER-beta LBD / SRC1-Cy5 peptide binding; receptor agonist-loaded with 1 µM estradiol | 86,000 compounds, 1.3% hits | inhibition, % at 25.6 µM;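 active means compounds whose percent inhibition of the receptor-coactivator binding signal exceeds about 50% in the single-dose screen, limit read from the data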;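 further: 0% = receptor plus peptide wells without compound and 100% = peptide-only wells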
Smad3 FoxH1 inh = inhibitors of human Smad3 transcription factor binding | P84022 | TR-FRET Smad3/Dy647-FoxH1 peptide binding, europium anti-His | inhibition, % at 25 µM | 88,000 compounds, 0.29% hits;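 active means compounds that reduce the energy-transfer binding signal between the protein and its labelled peptide by more than half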;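 further: 0% = Smad3 plus labelled peptide maximal FRET and 100% = peptide-only background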
Mac1 fbg enh = enhancers of human CD11b/CD18 binding to fibrinogen; P05107+P11215; K562 CD11b/CD18 adhesion to fibrinogen, ATPlite luminescence; activation, % at 10 µM; 93,000 compounds, 0.07% hits; AID 1499;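 active means 10 µM primary screen giving 50% or more activity, confirmed by 40% or more on retest at that dose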; further: strong numbers were not always called active
Target sequence (P05107 whole entry, looked up, other chains not shown): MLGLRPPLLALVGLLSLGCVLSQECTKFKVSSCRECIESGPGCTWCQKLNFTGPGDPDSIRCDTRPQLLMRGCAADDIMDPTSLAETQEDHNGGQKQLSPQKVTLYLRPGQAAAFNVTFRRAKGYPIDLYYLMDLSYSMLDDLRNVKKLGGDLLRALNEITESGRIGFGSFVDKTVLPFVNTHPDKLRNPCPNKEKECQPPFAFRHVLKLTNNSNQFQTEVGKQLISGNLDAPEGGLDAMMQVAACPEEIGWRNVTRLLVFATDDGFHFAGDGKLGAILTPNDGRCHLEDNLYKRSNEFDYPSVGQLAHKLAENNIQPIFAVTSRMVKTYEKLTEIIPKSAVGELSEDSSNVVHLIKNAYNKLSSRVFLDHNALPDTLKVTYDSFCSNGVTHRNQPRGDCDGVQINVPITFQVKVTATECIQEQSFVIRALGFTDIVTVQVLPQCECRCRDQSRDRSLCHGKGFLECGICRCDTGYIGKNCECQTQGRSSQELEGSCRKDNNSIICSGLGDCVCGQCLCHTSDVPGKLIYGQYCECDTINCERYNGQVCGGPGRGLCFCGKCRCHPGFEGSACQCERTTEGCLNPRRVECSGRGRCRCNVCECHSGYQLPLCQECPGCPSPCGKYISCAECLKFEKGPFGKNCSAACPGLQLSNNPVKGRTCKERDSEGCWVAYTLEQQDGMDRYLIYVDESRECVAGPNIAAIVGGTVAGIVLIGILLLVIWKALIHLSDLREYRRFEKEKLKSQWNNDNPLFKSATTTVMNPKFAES
Starred values were filed as active, the others as inactive; nt = not tested or not shown; [ ] = remark or other dose. Not all compounds are listed, so the mix of outcomes need not match the whole.

SMILES | H69AR growth 86K | Lung fibro prol | MT1-MMP txn act | HUVEC prolif 384 | ERa coact pot | ERa coact inh | ERb SRC1 inh | Smad3 FoxH1 inh | Mac1 fbg enh
CCCCN(C(=O)CNC(=O)c1ccco1)C(C(=O)NC1CCCCC1)c1ccc(OC)cc1OC (centres undefined) | 58 | 95 | 1.2 | 98 | 104 | -8 | -3 | 4 | 1
CCOC(=O)N1CCN(Cc2nc3c(c(=O)n(C)c(=O)n3C)n2Cc2cccc(C)c2)CC1 | 76 | 105 | 1 | 107 | 117 | -13 | 1 | 0 | -2
CCc1ccc2[nH]c(=O)c(CN(CCCO)C(=O)NCc3ccccc3)cc2c1 | 74 | 104 | 1 | 85 | 89 | -6 | -1 | 12 | 2
Cc1cc(NC(=O)CCC(=O)N(c2ccccc2)C(C(=O)NCC2CCCO2)c2cccnc2)no1 (centres undefined) | 92 | 93 | 1.2 | 93 | 114 | -1[fluorescence artefact?] | -8 | -7 | -4
Cc1ccc2c(c1)cc(CN(Cc1ccccc1)C(=O)N(C)C)c1nnnn12 | 91 | 101 | 1.1 | 95 | 108 | 5 | -2 | 4 | nt
COc1ccc(CCNC(=O)CSc2nc3c(c(=O)n(C)c(=O)n3C)n2C)cc1OC | 84 | 95 | 1.3 | 93 | 91 | -4 | -5 | 11 | nt
CC(CC(=O)O)NCC1COc2ccccc2O1 (centres undefined) | 95 | 98 | nt | 90 | 152 | -6 | -2 | -7 | nt
CCOC(=O)c1cnc(-c2ccccc2)nc1N(C)C | 75 | 90 | 1.8 | 94 | 117 | 1 | -18 | 9 | -4
NC(CC(=O)O)c1cccc(OCc2ccccc2)c1 (centres undefined) | 98 | 106 | 1.1 | 107 | 103 | -4 | -5 | -10 | 5
c1nc(NCCN2CCOCC2)c2sc3nc(N4CCOCC4)c4c(c3c2n1)CCC4 | 58 | 104 | 0.8 | 94 | 88 | -6[fluorescence artefact?] | 5 | 17 | 2
O=C(O)CCCCCNC(=O)c1ccncc1 | 87 | 99 | 1.1 | 93 | 114 | 4 | 14 | -7 | 3
O=C(C1CCCN(Cc2ccncc2)C1)N1CCc2ccccc2C1 (centres undefined) | 90 | 102 | 1.2 | 101 | 109[fluorescence artefact?] | -10 | -6 | 4[fluorescence artefact?] | -2

An excerpt from above in order of their number in MT1-MMP txn act, low to high:
SMILES,MT1-MMP txn act
CCc1ccc2[nH]c(=O)c(CN(CCCO)C(=O)NCc3ccccc3)cc2c1,1
O=C(O)CCCCCNC(=O)c1ccncc1,1.1
Cc1cc(NC(=O)CCC(=O)N(c2ccccc2)C(C(=O)NCC2CCCO2)c2cccnc2)no1 (centres undefined),1.2

Continuation:
SMILES | H69AR growth 86K | Lung fibro prol | MT1-MMP txn act | HUVEC prolif 384 | ERa coact pot | ERa coact inh | ERb SRC1 inh | Smad3 FoxH1 inh | Mac1 fbg enh
O=C(CN(Cc1ccccc1F)S(=O)(=O)c1ccc(Cl)cc1)NCCCO | 90 | 96 | 1.1 | 89 | 117 | 1 | -9 | 3 | 0
c1ccc(Cn2ncc3c(NCc4ccco4)ncnc32)cc1 | 53 | 81 | 1.2 | 70 | 90 | 19 | 20[fluorescence artefact?] | -1 | 0
OCCn1c(SCCOc2ccccc2)nc2ccccc21 | 104 | 106 | 1.1 | 97 | 100 | 5 | -6 | 9 | -4
CCOc1ccc(Cn2c(=O)oc3ccc(C)cc32)cc1OC | nt | 94 | 1 | 105 | 118 | -8 | -6 | 3 | -3
CCc1cccc(NC(=O)CCS(=O)(=O)c2cccc3nonc23)c1 | 95 | 106 | 1.1 | 96 | 102[fluorescence artefact?] | -12 | -9 | -3 | 1
O=C1CC(c2ccc(Cl)c(Cl)c2)CC(O)=C1C=NCCN1CCNCC1 (centres undefined) | 108 | 95 | 1.1 | 88 | 121[fluorescence artefact?] | -3 | -8 | -5 | -2
Cc1cccc(OCCOCCN2CCOCC2)c1C | 93 | 104 | 1 | 92 | 83 | -4[fluorescence artefact?] | -1[fluorescence artefact?] | -6 | -4
CC1(C)CC(=O)c2sc(NC(=O)C3CC3)nc2C1 | 94 | 98 | nt | 97 | 107 | 1 | -3 | 10 | 2
CC1(C)Cc2c(c(=S)nc(-c3ccccc3)n2CCO)CO1 | 98 | 105 | 1.2 | 99 | 92 | -10[fluorescence artefact?] | 2 | -1 | 1
COC(=O)CSc1nnc(CNC(=O)Cc2ccccc2)n1-c1ccccc1OC | 97 | 98 | 0.9 | 107 | 116 | 7 | 1[fluorescence artefact?] | -11 | -2
CCOc1ccccc1C1CC(=O)NC2=C1C(=O)CCC2 (centres undefined) | 23* | 81 | 1.1 | 64 | 95 | 1[fluorescence artefact?] | 2[fluorescence artefact?] | -3 | -4
CCOc1cc2[nH]c(=S)n(CCCN3CCOCC3)c(=O)c2cc1OCC | 64 | 94 | 1 | 105 | 103 | -9 | -12 | 4 | -2
COc1ccc(CN/C(C)=C(/C#N)C(N)=O)cc1OC | nt | 107 | 1.2 | 95 | 126 | -1 | 7 | -2 | 2
COc1ccc(OC)c2c1sc(=NC(=O)CN1C(=O)CCC1=O)n2C | 77 | 101 | 1.1 | 90 | 138 | 28[fluorescence artefact?] | 40[fluorescence artefact?] | -3 | 3
Cc1occc1C(=O)N1CCCc2ccccc21 | 92 | 92 | 1.2 | 88 | 102 | -4 | 2 | -2 | 0
Cc1c(C(=O)NCc2ccccc2)oc2ccc(S(=O)(=O)N3CCC4(CC3)OCCO4)cc12 | 73 | 91 | nt | 84 | 98 | 12 | 4 | -5 | -4
Cc1cc(C)cc(NC(=O)N2CCC(NC(=O)c3ccccc3C)CC2)c1 | 93 | 99 | nt | 87 | 114 | -6 | 1 | 15[fluorescence artefact?] | nt
O=C(O)C1C(C(=O)Nc2ccc(Cl)cc2)C2C=CC1C21CC1 (centres undefined) | 100 | 96 | 1.1 | 99 | 89 | -3 | -2 | 8 | -3
Cc1nc2c(C#N)c[nH]n2c(=O)c1Cc1ccccc1 | 99 | 93 | 1.1 | 92 | 92 | 6 | 1 | 1 | nt
N#Cc1cc2c(nc1SCC(O)CS(=O)(=O)Cc1ccc(Cl)cc1)CCCC2 (centres undefined) | 60 | 98 | 1.1 | 75 | 114 | 32[fluorescence artefact?] | 32[fluorescence artefact?] | 4 | -2
COc1ccccc1-n1nc(C(=O)O)c2ccccc2c1=O | 98 | 95 | 1.2 | 95 | 107 | 3 | 9[fluorescence artefact?] | 3 | 5
CCOC(=O)CNc1c(N2CCN(c3ccccn3)CC2)c(=O)c1=O | 96 | 105 | 1.4 | 97 | 125 | -8 | -14 | 7 | -3
Cc1c(N=Cc2nc3ccccc3[nH]2)c(=O)n(-c2ccccc2)n1C | 93 | 96 | 1.5 | 104 | 106 | 0 | -1 | -5 | -3
N/C(Cc1cccs1)=N\OC(=O)COc1ccc(Cl)cc1Cl | 89 | 98 | 1.2 | 97 | 100 | -3 | -13 | -16 | 0
CC(=O)Nc1ccc(C(=O)Nc2ccc3c(c2)OCO3)cc1 | 94 | 102 | 1.2 | 94 | 83[fluorescence artefact?] | 21[fluorescence artefact?] | 27[fluorescence artefact?] | -6 | -2
Cc1oc2c(c1C(=O)NC(Cc1c[nH]c3ccccc13)C(=O)O)CCCC2 (centres undefined) | 118 | 92 | 1.2 | 89 | 84 | -5 | -6 | 17[fluorescence artefact?] | 0
CC(=O)c1ccc(Oc2cc(C)nc(NCc3ccccc3)n2)cc1 | 91 | 100 | 1.1 | 103 | 100 | 17 | -4 | -16 | -2
O=C(CN1CCN(c2ncc(C(F)(F)F)cc2Cl)CC1)N1CCN(c2ncc(C(F)(F)F)cc2Cl)CC1 | 59 | 101 | 1 | 70 | 91[fluorescence artefact?] | 7 | 4 | -7 | 0
O=C(c1ccccc1)N1CCN(C(=O)c2ccncc2)CC1 | 99 | 114 | 1.3 | 104 | 104 | 5 | 15[fluorescence artefact?] | -7 | nt
NC(=O)c1cccc2c1C(=O)N(C1CCCCC1)C2 | 96 | 89 | 1.2 | 91 | 54[fluorescence artefact?] | 53*[fluorescence artefact?] | 53* | 5 | 1
O=c1cc(O)nc2n1CCCS2 | 94 | 95 | 1.2 | 91 | 120 | 20 | 3 | -3 | 2
Cc1onc(-c2c(F)cccc2Cl)c1C(=O)OCN1C(=O)c2ccccc2C1=O | 82 | 90 | 1.1 | 93 | 102 | 3 | -8 | 1 | 1
COCCCNC(=O)Cn1cc(C(=O)c2cccs2)c2ccccc21 | 75 | 102 | 1.2 | 91 | 104 | -17 | -16 | 1 | nt
CCc1nnc(NC(=O)Nc2ccc(OC)cc2)s1 | 81 | 111 | nt | 120 | 113 | -9 | 2 | 0 | 1
O=C(NC1c2ccccc2-c2ccccc21)N1CCOCC1 | 96 | 101 | 0.7 | 93 | 111 | -35 | -22[fluorescence artefact?] | 10 | -4
Cc1cccc(-c2c3c(=O)n(C)c(=O)n(C)c3cn2C(C)(C)C)c1 | 59 | 86 | 1.2 | 89 | 98 | -22 | -17 | -5 | 0
CCCCN(C(=O)c1cnc2n(c1=O)CCS2)c1ccccc1 | 98 | 106 | nt | 106 | 111[fluorescence artefact?] | 3 | 2 | 10 | -2
COc1cc(C(=O)Nc2ccccc2N2CCN(S(C)(=O)=O)CC2)cc(OC)c1OC | 69 | 96 | 1 | 84 | 111 | -34 | -28[fluorescence artefact?] | 4 | -1
CC(Oc1ccc(Cl)cc1Cl)C(=O)NCCCN(C)C (centres undefined) | 99 | 98 | 1.1 | 98 | 145 | -1 | -5 | -9 | 0
CCOC(=O)c1c(C)n(C)c2cc(Br)c(C(=O)OC)cc12 | 91 | 91 | 1 | 80 | 149[fluorescence artefact?] | 14[fluorescence artefact?] | -5[fluorescence artefact?] | 8 | 4
O=C(NNC1=C(C(=O)C(F)(F)F)CCC1)c1cccc(O)c1 | 77 | 81 | 1.3 | 86 | 96 | -9[fluorescence artefact?] | 12[fluorescence artefact?] | -16 | nt
O=c1[nH]c(CN2CCc3ccccc3C2)nc2ccccc12 | 86 | 83 | 1.1 | 81 | 114[fluorescence artefact?] | 0 | -5 | 0 | -1
COC(=O)C1CCN(S(=O)(=O)c2ccc(NC(C)=O)cc2)CC1 | 85 | 93 | 1.8 | 98 | 104 | -1 | -9 | 7 | -3
COc1ccc(F)cc1S(=O)(=O)NC(Cc1ccccc1)C(N)=O (centres undefined) | 97 | 92 | 0.9 | 90 | 102 | -2 | -13 | -4 | nt
O=C(Nc1cccc(-c2nnc(-c3ccccc3)o2)c1)C1CCCCC1 | 19* | 96 | 1 | 68 | 208*[fluorescence artefact?] | 8[fluorescence artefact?] | 9[fluorescence artefact?] | -8[fluorescence artefact?] | nt
CCOC(CNC(=O)c1cc(C)nn1-c1ccccc1)OCC | 114 | 107 | 1 | 101 | 112 | -2 | 17 | -10 | -2
COc1ccc(S(=O)(=O)NCCSCc2ccco2)cc1Cl | 94 | 93 | 1 | 98 | 89[fluorescence artefact?] | 29 | 25 | 2 | -3
CC1=NOC(=O)/C1=C\c1ccc(-c2cccc(Cl)c2)o1 | 1.1* | 8.0* | 1.3 | 42 | 55 | 11 | 8 | -13 | nt
CCN1CCN(CC(=O)Nc2cccc(C)c2)C(=O)C1=O | 90 | 100 | 1 | 98 | 133[fluorescence artefact?] | -7 | -12 | 1 | nt

Screening data: PubChem BioAssay, several laboratories
